TexasRed fluor – Total Fluorescence Counterscreen for Inhibitors of the Interaction of Thyroid Hormone Receptor and Steroid Receptor Coregulator 2; TRb/SRC2 Texas Red total fluorescence interference; Potency, µM (highest dose often 106 µM), for inactives: at the top dose fluorescence change, negative = quenching; hit rate 0.29% among 280,000; AID 1479, 2009; active = well fitted curve in either direction with a large enough effect; inconclusive = small, poorly fitted or top-dose-only effect
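Human TRb ligand-binding domain at 0.6 uM with 20 nM Texas Red SRC2 peptide in Tris buffer containing 1 uM T3 and 5% DMSO, incubated with compound 5 h at ambient temperature. Total fluorescence (555/632 nm) calculated as parallel + 2 × perpendicular.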
Tau fibril FP – qHTS for Inhibitors of Tau Fibril Formation, Fluorescence Polarization; K18 P301L tau heparin fibrillization, Alexa594 FP, 6 h; Potency, µM (doses to about 57.7 µM), inactives show at the top dose activity, negative = inhibition, actives largely listed as inhibitors; hit rate 0.39% among 280,000; AID 1468, 2008; also: nearly all actives have a fitted effect of over 55% in size
Target sequence (P10636 561-689 P618L limits assumed): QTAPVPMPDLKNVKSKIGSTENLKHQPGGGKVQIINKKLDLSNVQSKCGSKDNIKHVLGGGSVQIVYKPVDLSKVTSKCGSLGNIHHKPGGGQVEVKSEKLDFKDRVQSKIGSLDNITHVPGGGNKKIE
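Read-out: fluorescence polarization of Alexa 594-labeled tau (0.24 uM), 555 nm excitation, 632 nm emission. Mixtures held 15 uM unlabeled K18 P301L, compound and 20 uM heparin, pH 7 acetate buffer, incubated 6 hr at 37 C.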
TRb-SRC2 inh – qHTS for Inhibitors of the Interaction of Thyroid Hormone Receptor and Steroid Receptor Coregulator 2; Thyroid hormone receptor beta (Homo sapiens), P10828; TRbeta-SRC2 peptide binding, fluorescence polarization; receptor liganded with 1 µM T3; AID 1469, 2008; hit rate 0.065% among 280,000; Potency, µM (titrated, usually from 106 µM), inactives show at the top dose activity change, negative = inhibition, actives largely listed as inhibitors;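 also: plate controls were bound peptide for no effect and peptide without receptor for full effect; nearly all actives have a fitted effect of over 50% in size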
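Binding of a 20-amino-acid Texas Red SRC2 peptide (20 nM) to TRb ligand-binding domain (0.6 uM) with agonist T3 at 1 uM was followed by fluorescence polarization after a 5 hr room-temperature incubation.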
aGal spleen mod – qHTS Assay for Inhibitors and Activators of Human alpha-Galactosidase From Spleen Homogenate | Alpha-galactosidase A (Homo sapiens), P06280 | human spleen homogenate, 4MU-alpha-Gal fluorescence, 40 min | Potency, µM (highest dose often 80 µM), without a hit: at the top dose activity change, negative = inhibition, actives largely listed as inhibitors | hit rate 0.008% among 240,000 | AID 2107, 2009;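 also: 0% = enzyme with vehicle and -100% = no enzyme basal signal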
Target sequence (P06280 32-429 limits assumed): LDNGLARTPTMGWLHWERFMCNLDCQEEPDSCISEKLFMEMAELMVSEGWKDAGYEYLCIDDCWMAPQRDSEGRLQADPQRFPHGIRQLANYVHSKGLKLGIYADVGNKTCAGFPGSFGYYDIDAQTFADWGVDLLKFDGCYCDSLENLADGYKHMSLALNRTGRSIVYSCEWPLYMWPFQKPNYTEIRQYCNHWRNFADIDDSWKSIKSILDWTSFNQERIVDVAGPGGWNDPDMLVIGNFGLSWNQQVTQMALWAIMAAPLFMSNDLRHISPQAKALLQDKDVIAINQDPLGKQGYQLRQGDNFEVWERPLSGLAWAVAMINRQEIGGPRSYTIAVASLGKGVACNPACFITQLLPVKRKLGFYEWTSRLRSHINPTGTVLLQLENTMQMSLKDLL
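qHTS titration in buffer at pH 5.0. Alpha-galactosidase activity in spleen homogenate was measured via 4-methylumbelliferone release from 1 mM fluorogenic substrate after 40 min at 37C and a pH 10 stop. AC50 came from Hill fits of control-normalized data.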
Tau fluor cs – Counterscreen qHTS for Inhibitors of Tau Fibril Formation, Fluorescence Polarization | tau K18 P301L Alexa594 fluorescence, heparin fibrillization | Potency, µM (top dose mostly 57.7 µM), without a hit: top-dose activity change, negative = decrease | hit rate 0.93% among 280,000 | AID 1463, 2008; also: nearly all actives have a fitted effect of over 55% in size
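Human tau K18 P301L (15 uM unlabeled, 0.24 uM Alexa 594-labeled) in 100 mM sodium acetate pH 7 with 20 uM heparin, 6 hr at 37 C. ThT 30 uM added, 1 hr ambient; Alexa 594 FP and total fluorescence read at 555/632 nm.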
L3MBTL1 inh – qHTS Assay for the Inhibitors of L3MBTL1; Potency, µM (top dose mostly 57.1 µM), for inactives: at the top dose activity, negative = inhibition, actives largely listed as inhibitors; AlphaScreen L3MBTL1–H3K9me1 peptide binding; hit rate 0.66% among 230,000; also: nearly all actives have a fitted effect of over 60% in size
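First, the protein-peptide complex forms for 30 min at room temperature (L3MBTL1 50 nM, biotinylated H3K9me1 peptide 75 nM). Next, compounds are pin-transferred and incubated 30 min. Finally, AlphaScreen beads are added and read after 30 min.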
Tau fibril ThT – qHTS for Inhibitors of Tau Fibril Formation, Thioflavin T Binding. Microtubule-associated protein tau (Homo sapiens), P10636. recombinant tau K18 P301L (four-repeat tau fragment), heparin-induced fibrillization, ThT fluorescence. Potency, µM (highest dose often 57.4 µM), inactives show at the top dose activity, negative = inhibition, hits mostly inhibitors. hit rate 2.1% among 270,000. AID 1460, 2008; also: nearly all actives have a fitted effect of over 55% in size
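K18 P301L tau (15 uM + 0.24 uM Alexa 594-tagged), heparin 20 uM, NaOAc pH 7, 6 h 37 C; ThT 30 uM, 1 h RT, ex 450/em 510 nm.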
ALDH1A1 inh – qHTS Assay for Inhibitors of Aldehyde Dehydrogenase 1 (ALDH1A1) | Aldehyde dehydrogenase 1A1 (Homo sapiens), P00352 | Purified ALDH1A1, NADH fluorescence, propionaldehyde substrate | Potency, µM (series often up to 75.3 µM), for inactives: at the highest dose activity, negative = inhibition, actives largely listed as inhibitors | hit rate 7.3% among 220,000 | AID 1030, 2008; active = well fitted inhibition curve with a large enough effect, not every such curve was filed as active; inconclusive = small, poorly fitted or top-dose-only effect, or another doubt; inactive = no such curve, though single readings can be large or run the other way;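 also: plate controls were no enzyme wells and a reference inhibitor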
Target sequence (P00352 whole entry, looked up): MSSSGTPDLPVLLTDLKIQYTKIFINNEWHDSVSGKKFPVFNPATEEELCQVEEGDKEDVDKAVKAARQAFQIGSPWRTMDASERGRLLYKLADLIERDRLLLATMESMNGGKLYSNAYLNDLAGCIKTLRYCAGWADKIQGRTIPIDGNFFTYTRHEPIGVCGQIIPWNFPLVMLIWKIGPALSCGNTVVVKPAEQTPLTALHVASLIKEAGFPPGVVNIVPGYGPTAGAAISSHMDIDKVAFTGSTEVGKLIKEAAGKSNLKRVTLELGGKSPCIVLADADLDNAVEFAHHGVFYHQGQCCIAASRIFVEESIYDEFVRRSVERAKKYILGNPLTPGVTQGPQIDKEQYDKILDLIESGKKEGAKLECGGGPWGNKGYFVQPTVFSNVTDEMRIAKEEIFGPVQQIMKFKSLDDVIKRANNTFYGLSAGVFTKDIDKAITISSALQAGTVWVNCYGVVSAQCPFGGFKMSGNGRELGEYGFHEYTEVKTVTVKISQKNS
* marks the source's active call; other numbers are inactive results; ? = inconclusive; / = no result given; [ ] = dose if it differs, or a comment. Unless noted, calls follow the shape of the dose curve; as a rule, active = well fitted curve in the direction sought with a large enough effect; inconclusive = small, poorly fitted or top-dose-only effect, or another doubt; inactive = no such curve, though single readings can be large; an effect the other way counts as inactive or inconclusive. Unless noted, % is scaled to controls: 0 for no effect and ±100 for the full control effect; potency is read from the fitted curve at half-maximal effect.

SMILES | TexasRed fluor | Tau fibril FP | TRb-SRC2 inh | aGal spleen mod | Tau fluor cs | L3MBTL1 inh | Tau fibril ThT | ALDH1A1 inh
COc1ccc(C2c3ccsc3CCN2C(=O)C(C)(C)C)cc1 (stereo not given) | -0.2% | -0.9% | -2.3% | -3.9% | 2.0% | 0.7% | -0.5% | 3.7%
CN(C)CCCNC(=O)C1CCNCC1 | -3.5% | -5.9% | -5.7% | 7.4% | -5.1% | / | -3.3% | -4.9%
CCC(C)[C@H](NC(=O)Nc1ccc(S(N)(=O)=O)cc1)C(=O)O (stereo not given in full) | -2.1% | 4.3% | 0.5% | -5.3% | 7.1% | -2.9% | 2.2% | 7.9%
COc1ccc(CN2CC(C(=O)NCc3ccccn3)CC2=O)cc1 (stereo not given) | -0.3% | -1.6% | -9.9% | 18.9% | 2.1% | -0.1% | -3.3% | -0.8%
CCOc1ccc(/C=C/C(=O)CCC(=O)O)cc1 | -0.7% | 2.8% | -0.5% | -2.9% | 4.2% | 0.1% | -16.5% | ?
O=C(O)CC1(CC(=O)Nc2ccc(Oc3cccc(C(F)(F)F)c3)nc2)CCCC1 | -2.5% | 4.7% | -0.2% | -12.1% | -5.6% | 2.5% | -4.0% | 7.94µM*
Cc1[nH][nH]c(=O)c1C(c1cc([N+](=O)[O-])ccc1O)c1c(C)[nH][nH]c1=O | 2.9% | -6.0% | 0.2% | ? | -13.6% | 1.4% | ? | -2.8%
COc1ccc(NC(=S)NNc2ccc(S(=O)(=O)Nc3ccccc3C(=O)O)cc2[N+](=O)[O-])cc1 | -10.5% | ? | 2.5% | 8.3% | 10µM*[quencher] | ? | 12.6µM* | /
Cc1ccc(CCNc2ccccc2)c[n+]1[O-] | 1.6% | 7.9% | -22.6% | 7.4% | 4.4% | 30.9%[activator] | -2.0% | 0.5%
CC1(C)C(=O)Nc2ccccc2N1C(=O)COC(=O)c1ccc(Cl)c(S(=O)(=O)NCc2ccccc2)c1 | -2.3% | -7.4% | -7.0% | 13.6% | ? | / | -15.2% | ?
CCOc1ccccc1NC(=O)C(=O)NCCc1sc(-c2cccc(F)c2)nc1C | 0.1% | -16.2% | -0.1% | / | -12.3% | / | -0.8% | /
CCOC(=O)N1CCC(NC(=O)c2cc(C(=O)NCc3cccc(Cl)c3)ccc2CO)CC1 | -1.3% | 4.7% | -0.5% | -1.6% | -6.4% | / | -3.8% | 2.9%
O=C(CNS(=O)(=O)c1ccc(Br)s1)N1CCC(N2CCCCC2)CC1 | -0.2% | 5.5% | -3.0% | 6.2% | 2.4% | -5.2% | -8.1% | 4.1%
N=C1CCC(=N)c2c1c(O)c1ccccc1c2O | 44.7µM*[fluorescent] | 25.1µM* | 31.6µM* | 1.5% | ? | 7.08µM* | 12.6µM* | /
CCOc1cc(/C=N/NC(=O)c2cccnc2)ccc1OCC(=O)N1CCOCC1 | 6.6% | 7.0% | -3.3% | 4.3% | 1.6% | 8.8% | -3.1% | 3.4%
O=C(COC(=O)CCCN1C(=O)c2ccccc2C1=O)Nc1ncc(Cl)cc1Cl | 2.1% | 2.7% | -3.5% | -6.1% | -12.0% | -5.1% | -18.1% | -2.7%
COc1ccc(N(Cc2ccccc2)S(=O)(=O)c2cccc(C(=O)O)c2)cc1 | -0.3% | 2.8% | 2.3% | -7.7% | 3.3% | 8.2% | 0.5% | /
CCOc1ccc(Cl)cc1S(=O)(=O)N1CCN(c2ccc(F)cc2)CC1 | -4.7% | 6.8% | 4.0% | -15.2% | ? | -7.4% | -7.9% | 4.1%
CCOc1ccc(N(CCC#N)S(=O)(=O)c2ccc(OC)cc2)cc1 | 1.1% | -4.1% | 1.2% | -2.8% | -10.1% | 1.5% | -5.1% | ?
CC(C)c1ccc(S(=O)(=O)c2nnn3c2nc(N2CCCCC2)c2sccc23)cc1 | -1.9% | 1.1% | -0.4% | / | -21.2% | / | 4.1% | /
O=C(CCS(=O)(=O)c1cccc2nsnc12)N1CC(=O)N(CCc2ccccc2)C(=O)C1 | -5.7% | -11.4% | -2.8% | 0.3% | -9.6% | 1.4% | -4.1% | 22.4µM*
COc1ccc2[nH]c(=O)c(CN(C3CCCCC3)C(c3nnnn3Cc3ccco3)C(C)C)cc2c1 (stereo not given) | 0.9% | -7.1% | 6.4% | -5.6% | -17.8% | ? | ? | ?
CC(=O)NS(=O)(=O)c1ccc(N=c2ssc3c2-c2cc(C)c(C)cc2NC3(C)C)cc1 | -4.9% | -6.0% | -2.5% | -11.6% | -26.4% | -20.4% | ? | 5.2%
Cc1ccc(C)c(N2CCN(C(=S)NC3CCCCC3)CC2)c1 | -1.1%[53 µM] | 3.3% | 2.3%[53 µM] | -1.0% | 10.4% | 3.0% | 9.2% | -1.0%
COc1cc(OC)cc(-c2nnc(SCC(=O)N3CCCC3)o2)c1 | -5.2% | 0.2% | -2.8% | -4.9% | -0.4% | -5.1% | -0.8% | 0.6%

Overlap with the part before: 2 entries; new compounds follow.
SMILES | TexasRed fluor | Tau fibril FP | TRb-SRC2 inh | aGal spleen mod | Tau fluor cs | L3MBTL1 inh | Tau fibril ThT | ALDH1A1 inh
Cc1ccc(C)c(N2CCN(C(=S)NC3CCCCC3)CC2)c1 | -1.1%[53 µM] | 3.3% | 2.3%[53 µM] | -1.0% | 10.4% | 3.0% | 9.2% | -1.0%
COc1cc(OC)cc(-c2nnc(SCC(=O)N3CCCC3)o2)c1 | -5.2% | 0.2% | -2.8% | -4.9% | -0.4% | -5.1% | -0.8% | 0.6%
Cc1nn(C)c2nc(NNC(=O)Nc3cc(Cl)nc(Cl)c3)cc(C(C)C)c12 | -2.2% | -3.8% | -1.4% | 3.3% | ? | / | -20.1% | 4.1%
COc1ccc([N+](=O)[O-])cc1NC(=O)Cc1noc2ccc(C)cc12 | 0.0% | -4.1% | 2.2% | 1.7% | 3.0% | -1.1% | 7.2% | 7.4%
O=C(CSc1nc(O)c(Cc2ccccc2)c(=O)[nH]1)Nc1nc2c(s1)CCCC2 | 0.9% | -15.2% | -0.7% | 6.1% | -20.4% | -3.4% | ? | ?
CCO[C@H]1OC(C(=O)Nc2ccccc2)=C[C@@H](c2csc3ccccc23)[C@@H]1CCCO | -1.6% | -0.1% | -1.9% | -5.2% | -22.6% | -5.5% | -7.4% | -0.6%
COc1ccc(NC(=O)Cn2c(=O)sc3ccccc32)c(OC)c1 | -5.6% | -1.8% | 9.9% | 6.5% | -1.7% | -5.1% | -1.8% | 5.4%
O=C(c1ccccc1Cl)N1CCC(O)(c2cccnc2)CC1 | -0.9% | 12.3% | -3.2% | 2.7% | 5.5% | -7.6% | 4.0% | ?
O=C(Oc1ccc(C(=S)N2CCCCC2)cc1)c1ccccc1F | 0.7% | 8.5% | -4.8% | -5.2% | 17.9% | 19.6% | 17.9% | 8.91µM*
CC1=CC(=O)OC1Cc1ccncc1 (stereo not given) | -5.0% | -3.3% | -6.8% | 5.7% | 17.1% | 28.1% | 14.4% | 3.3%
Cc1cc(C)cc(NC(=O)C(=O)NCC(c2cccnc2)N2CCc3ccccc32)c1 (stereo not given) | 5.0% | -10.7% | -1.3% | / | ? | / | -0.8% | /
CCN(CC)CCNC(=O)c1cc(-c2ccc(Br)s2)nc2ccccc12 | -1.5% | ? | -9.3% | / | ? | / | -15.4% | /
CCC/C(O)=N\S(=O)(=O)c1ccc(N=NN(C)C)cc1 | -1.8% | -2.2% | 3.4% | -3.4% | -1.2% | 5.5% | 1.3% | -3.8%
COc1ccc(CNC(=O)CN2N=C(c3ccccc3)CCC2=O)c(OC)c1 | 1.0% | -0.9% | 1.2% | / | -16.4% | / | -7.3% | /
CCn1c(SCC(=O)Nc2nc(C)cs2)nnc1-c1ccoc1C | -1.7% | 7.7% | -11.6% | -21.3% | -3.8% | / | -7.5% | ?
O=C(c1ccc(Cl)c(F)c1F)N1CCOCC1 | -3.1% | -2.2% | -4.0% | 8.3% | -4.9% | / | -12.0% | 14.2%
CCC(=O)N(Cc1ccco1)C1CC(=O)N(c2ccccc2)C1=O (stereo not given) | -0.9% | -0.8% | 0.3% | -1.9% | 7.0% | 5.9% | -4.2% | -2.3%
O=C(/C=C/c1ccc(F)cc1)NC(=S)N1CCN(Cc2ccccc2)CC1 | -4.2% | -7.7% | -5.2% | 7.5% | -23.7% | -22.4% | -17.1% | /
COc1ccc(-c2c(C)oc3c(CN4CCN(CCO)CC4)c(O)ccc3c2=O)cc1OC | -3.4% | -3.4% | -10.3% | 1.7% | 0.2% | 1.5% | -7.9% | ?
O=C(Nc1ccc(N2CCOCC2)cc1)Nc1cnsn1 | -1.1% | -1.7% | -7.3% | 2.4% | -29.8% | ? | ? | ?
Cc1ccc(S(=O)(=O)N2CCCC2c2nc3ccccc3s2)cc1 (stereo not given) | -6.5% | 1.5% | 6.1% | 13.2% | -15.7% | 2.0% | -12.1% | -0.1%
CCOCCCNC(=S)NC1CC2CCC(C1)N2Cc1ccccc1 (stereo not given) | -1.0% | 7.5% | -2.2% | -6.7% | 9.1% | -4.0% | 1.1% | 3.3%
N#Cc1ccsc1NC(=O)CSc1nnnn1-c1ccc(O)cc1 | 1.5% | 2.5% | 3.0% | 2.1% | -27.2% | -28.4% | -11.5% | -4.5%
CCOc1ccc(NC2OC(CO)C(O)C(O)C2O)c([N+](=O)[O-])c1 (stereo not given) | 1.1% | -11.6% | -4.9% | 3.0% | 5.0% | -6.6% | -6.9% | 9.0%

Source: PubChem BioAssay (National Center for Advancing Translational Sciences (NCATS))
